Compound activity from PubChem BioAssay.
GPR151 ag = activators of human GPR151; activation, % at 11.2 µM; actives 1% (n = 650,000); PathHunter beta-arrestin GPR151 cells, luminescence; in the data active = activation above about 4.9%;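 also: 0% = median of compound wells and 100% = cells with positive control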
Target sequence (Q8TDV0 whole entry, looked up): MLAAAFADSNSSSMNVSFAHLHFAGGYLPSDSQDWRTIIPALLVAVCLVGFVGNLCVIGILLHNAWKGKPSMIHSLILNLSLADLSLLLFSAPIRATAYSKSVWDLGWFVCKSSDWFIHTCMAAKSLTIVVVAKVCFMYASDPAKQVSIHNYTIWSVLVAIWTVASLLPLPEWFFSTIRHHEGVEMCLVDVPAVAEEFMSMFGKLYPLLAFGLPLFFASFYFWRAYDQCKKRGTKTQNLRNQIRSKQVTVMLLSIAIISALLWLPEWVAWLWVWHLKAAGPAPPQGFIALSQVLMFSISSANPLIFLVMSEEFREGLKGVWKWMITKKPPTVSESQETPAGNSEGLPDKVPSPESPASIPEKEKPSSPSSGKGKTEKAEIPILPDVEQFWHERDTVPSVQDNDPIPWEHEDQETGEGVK
MITF inh = inhibitors of human MITF | O75030 | AlphaScreen MITF homodimerization, bead proximity signal | inhibition, % at 2.6 µM | actives 0.91% (n = 650,000); in the data active = inhibition above about 50%;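 also: 0% = vehicle wells with protein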
Target sequence (O75030 whole entry, looked up): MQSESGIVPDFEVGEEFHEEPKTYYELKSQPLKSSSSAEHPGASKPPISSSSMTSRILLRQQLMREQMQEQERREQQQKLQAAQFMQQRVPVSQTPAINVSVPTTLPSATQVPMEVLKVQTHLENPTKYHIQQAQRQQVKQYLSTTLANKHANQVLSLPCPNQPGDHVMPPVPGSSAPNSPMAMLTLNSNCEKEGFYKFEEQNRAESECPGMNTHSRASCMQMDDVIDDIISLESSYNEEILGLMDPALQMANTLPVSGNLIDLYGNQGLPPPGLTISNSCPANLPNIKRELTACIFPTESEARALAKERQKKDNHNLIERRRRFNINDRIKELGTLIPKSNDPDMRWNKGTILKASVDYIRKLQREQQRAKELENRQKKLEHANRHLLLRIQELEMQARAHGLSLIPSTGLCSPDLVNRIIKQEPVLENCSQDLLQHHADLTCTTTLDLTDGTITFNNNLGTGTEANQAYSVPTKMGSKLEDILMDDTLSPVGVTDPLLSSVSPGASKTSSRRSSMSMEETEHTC
FBW7 activator = activators of human E3 ligase FBW7. AlphaScreen FBW7–phospho-cyclin E peptide binding, activator screen. normalized activity (activation), % at 26.1 µM. actives 0.13% (n = 650,000). AID 1259310; in the data active = normalized activity above about 1.9%;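 also: purified mutant Fbw7 with reduced substrate affinity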
TEAD-YAP inh = TEAD-YAP interaction inhibition; HEK-TIYL cells, TEAD-Gal4/YAP UAS-luciferase luminescence; inhibition, % at 9.12 µM; actives 1.4% (n = 640,000); in the data active = inhibition above about 32%;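 also: 0% = median of test compound wells and 100% = reference inhibitor wells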
An asterisk follows results filed as active.

For O=C1C2C3C=CC(CC3)C2C(=O)N1c1ccc(-c2ccccc2)cc1 (stereo not drawn) the results were GPR151 ag 1.9, MITF inh -6, FBW7 activator 0.1 and TEAD-YAP inh -25.
For CC(=O)c1cccc(S(=O)(=O)Oc2ccc3c(C(F)(F)F)cc(=O)oc3c2)c1 the results were GPR151 ag -0.8, MITF inh 0, FBW7 activator -0.2 and TEAD-YAP inh -1.
`COC(=O)c1ccc(Cl)c(NC(=O)c2ccccc2I)c1` gave GPR151 ag 2.6, MITF inh -2, FBW7 activator -0.1 and TEAD-YAP inh 2.
`CC(C)CC(=O)Nc1nnc(S(=O)(=O)N(C)Cc2ccco2)s1` gave GPR151 ag 0.3, MITF inh 14, FBW7 activator 0.0 and TEAD-YAP inh 4.
Screening CCNc1nc(Nc2ccc3c(c2)OCO3)c2ncn(-c3ccccc3)c2n1 returned GPR151 ag -2.2, MITF inh 11, FBW7 activator -0.2 and TEAD-YAP inh -28.
For C/C(=N\N=C1/NC(=O)C(CC(=O)O)S1)c1ccc2c(c1)OCO2 (stereo not drawn) the results were GPR151 ag -1.7, MITF inh 6, FBW7 activator -0.2 and TEAD-YAP inh -10.
Screening COc1ccc(CCNC(=O)c2cc([N+](=O)[O-])cc([N+](=O)[O-])c2)cc1OC returned GPR151 ag 0.9, MITF inh 5, FBW7 activator -0.1 and TEAD-YAP inh 1.
For CC(=O)N1CSCC1C(=O)O (stereo not drawn) the results were GPR151 ag 1.7, MITF inh -12, FBW7 activator 0.1 and TEAD-YAP inh 7.
`COC(=O)c1ccc(C2N(O)C3CCCCC3N2O)cc1` (stereo not drawn) gave GPR151 ag 1.1, MITF inh 3, FBW7 activator 0.1 and TEAD-YAP inh -16.
Cc1ccc(OCC(=O)N/N=C\c2ccccc2C)cc1 was read as GPR151 ag 0.2, MITF inh 0, FBW7 activator 0.0 and TEAD-YAP inh 8.
Screening O=S(=O)(c1ccc2[nH]c3nc(SCc4cccnc4)nnc3c2c1)N1CCOCC1 returned GPR151 ag 0.6, MITF inh -4, FBW7 activator -0.1 and TEAD-YAP inh 24.
For C/C(=N\Nc1ccc([N+](=O)[O-])cc1)c1ccccc1C(=O)O the results were GPR151 ag 0.1, MITF inh -13, FBW7 activator 0.0 and TEAD-YAP inh -2.
`CCOCCCN1C(=O)CN(C2CCCCCC2)C(=O)C1c1ccccc1F` (stereo not drawn) gave GPR151 ag 0.1, MITF inh -2, FBW7 activator 0.1 and TEAD-YAP inh 6.
`O=C(CN1CCc2ccccc2C1)NCc1ccc(F)cc1` gave GPR151 ag 2.5, MITF inh 1, FBW7 activator 0.1 and TEAD-YAP inh 5.
`CCOC(=O)c1cc(-c2ccccc2)sc1NC(=O)CSc1n[nH]c(N)n1` gave GPR151 ag 2.0, MITF inh 8, FBW7 activator -0.1 and TEAD-YAP inh 1.
O=C(CC12CC3CC(CC(C3)C1)C2)Nc1ccc([N+](=O)[O-])cc1 was read as GPR151 ag 0.8, MITF inh 22, FBW7 activator 0.1 and TEAD-YAP inh 4.
`COc1ccc(C2=NCC(CSc3nnc4ccccn34)S2)cc1` (stereo not drawn) gave GPR151 ag 1.4, MITF inh 0, FBW7 activator 0.1 and TEAD-YAP inh 12.
Screening Cc1cccc(NC(=O)Cc2cccs2)c1N1CCC2(CC1)OCCO2 returned GPR151 ag 1.5, MITF inh -4, FBW7 activator -0.1 and TEAD-YAP inh 1.
C=CCN(CC=C)S(=O)(=O)c1ccc(C(=O)N2CCCC2)cc1 was read as GPR151 ag -0.9, MITF inh -4, FBW7 activator -0.2 and TEAD-YAP inh -10.
`CC1CCN(C(=O)Cn2c(=O)n(-c3ccc(F)cc3)c(=O)c3sccc32)CC1` gave GPR151 ag 0.9, MITF inh 14, FBW7 activator 0.0 and TEAD-YAP inh 5.
`CC1=CSC2=NC(=O)/C(=C\c3cccn3-c3ccccc3F)C(=N)N12` gave GPR151 ag -0.1, MITF inh 5, FBW7 activator -0.1 and TEAD-YAP inh 6.
For O=S(=O)(/N=C(\Nc1cccnc1Cl)c1ccccc1)c1ccccc1 the results were GPR151 ag -1.9, MITF inh -5, FBW7 activator 0.2 and TEAD-YAP inh 8.
`CCOC(=O)NC(=S)N1CCN(Cc2cccc(Cl)n2)CC1` gave GPR151 ag 0.4, MITF inh 3, FBW7 activator 0.0 and TEAD-YAP inh 1.
Screening CC1=CC(C)(C)N(Cc2ccccc2)c2cc(C)ccc21 returned GPR151 ag 0.4, MITF inh -3, FBW7 activator -0.1 and TEAD-YAP inh 4.
`O=C(Nn1c(=S)[nH]c2ccccc2c1=O)c1ccc([N+](=O)[O-])cc1` gave GPR151 ag -0.4, MITF inh 6, FBW7 activator 0.1 and TEAD-YAP inh -12.
For CCSc1nnc(NC(=O)CSc2nnc3[nH]c(=O)cc(C)n23)s1 the results were GPR151 ag -1.6, MITF inh 1, FBW7 activator 0.2 and TEAD-YAP inh 6.
Screening Cn1c(Nc2ncc(C(=O)NCCN3CCOCC3)s2)nc2ccccc21 returned GPR151 ag 1.7, MITF inh 12, FBW7 activator -0.1 and TEAD-YAP inh 13.
COc1cc(Nc2ncnc3c2c(-c2ccccc2)cn3-c2cccc(C(F)(F)F)c2)cc(OC)c1OC was read as GPR151 ag -1.8, MITF inh -4, FBW7 activator 0.2 and TEAD-YAP inh 9.
`CCn1c(N)c(C(=O)c2cccc(S(=O)(=O)N(C)C3CCCCC3)c2)c(=O)[nH]c1=O` gave GPR151 ag -0.1, MITF inh -2, FBW7 activator -0.1 and TEAD-YAP inh -2.
For C[C@@H]1CCC(C(=O)O)N[C@H]1c1ccc(-c2ccco2)cc1 (stereo partly drawn) the results were GPR151 ag -0.7, MITF inh -5 and FBW7 activator -0.1.
Screening Cc1cc(C)n2nc(C(=O)N/N=C/c3ccccc3Oc3ccccc3)nc2n1 returned GPR151 ag -1.0, MITF inh 14, FBW7 activator 0.0 and TEAD-YAP inh 7.
`CC(C)C[C@H]1NC(=O)[C@H]2CN(Cc3ccc(Cl)cc3)CCN2C1=O` gave GPR151 ag -1.1, MITF inh 6, FBW7 activator 0.2 and TEAD-YAP inh 12.
`S=C(Nc1ccccc1)N1CCCCCC1` gave GPR151 ag -0.5, MITF inh 1, FBW7 activator -0.1 and TEAD-YAP inh 1.
O=C(CSc1nnc2c(n1)[nH]c1ccccc12)Nc1ccc(Br)cc1 was read as GPR151 ag -1.2, MITF inh -3, FBW7 activator 0.0 and TEAD-YAP inh 2.
Screening CCOc1ccc(N(CC(=O)Nc2ccc(OC)cc2)S(=O)(=O)c2ccc(Cl)cc2)cc1 returned GPR151 ag -0.8, MITF inh 2, FBW7 activator -0.1 and TEAD-YAP inh 12.
Screening CN(/C=C/C=[N+](C)c1ccccc1)c1ccccc1 returned GPR151 ag 1.6, MITF inh 10, FBW7 activator -0.2 and TEAD-YAP inh 1.
For CCOc1ccccc1C(=O)Nc1c2c(nn1-c1cccc(C)c1C)CS(=O)C2 (stereo not drawn) the results were GPR151 ag -0.7, MITF inh 3, FBW7 activator 0.0 and TEAD-YAP inh -11.
Screening COc1ccc(-n2c(=S)[nH]c3cc(C(=O)NCCSCc4ccccc4)ccc3c2=O)cc1 returned GPR151 ag 0.0, MITF inh 3, FBW7 activator -0.1 and TEAD-YAP inh 0.
CC(=O)Nc1ccc(-c2ccncc2)cc1NC(=O)[C@H](N)Cc1cccc(F)c1 was read as GPR151 ag 0.1, MITF inh 5, FBW7 activator -0.6 and TEAD-YAP inh 1.
For COc1ccc(S(=O)(=O)n2nc(C)cc2C)cc1 the results were GPR151 ag 5.0*, MITF inh -1, FBW7 activator 0.7 and TEAD-YAP inh 0.
For O=C(Nc1nc(-c2cccc3ccccc23)cs1)c1ccc(S(=O)(=O)N2CCCC2)cc1 the results were GPR151 ag 1.7, MITF inh -4, FBW7 activator -0.1 and TEAD-YAP inh 24.
For COc1cc2c(cc1NC(=O)COc1ccc3ccccc3c1)oc1ccccc12 the results were GPR151 ag 3.8, MITF inh -1, FBW7 activator 0.0 and TEAD-YAP inh 9.
O=C1C(Cc2ccccc2)N=C2c3ccccc3N=C(SCc3ccncc3)N12 (stereo not drawn) was read as GPR151 ag 4.5, MITF inh -7, FBW7 activator -0.1 and TEAD-YAP inh -15.
Screening COc1ccc(NC(=O)c2cc(C3CC3)on2)c(OC)c1 returned GPR151 ag -0.1, MITF inh 1, FBW7 activator -0.1 and TEAD-YAP inh -20.
COC(=O)c1ccc(C2/C(=C(/O)c3ccccc3)C(=O)C(=O)N2c2ccc(OCC(=O)O)cc2)cc1 (stereo not drawn) was read as GPR151 ag 0.3, MITF inh 4, FBW7 activator 0.1 and TEAD-YAP inh 1.
Screening CCOC(=O)N/N=C(\C)C12CC3CC(CC(C3)C1)C2 returned GPR151 ag -0.4, MITF inh 9, FBW7 activator 0.5 and TEAD-YAP inh -22.
Screening CCOC(CCNC(=O)c1ccc2c(=O)n(Cc3ccc4c(c3)OCO4)c(=S)[nH]c2c1)OCC returned GPR151 ag -1.0, MITF inh -2, FBW7 activator 0.5 and TEAD-YAP inh -15.
For O=C1c2oc3ccc(Cl)cc3c(=O)c2C(c2ccncc2)N1c1ccccn1 (stereo not drawn) the results were GPR151 ag 1.7, MITF inh 11, FBW7 activator 0.1 and TEAD-YAP inh 0.
O=C(Cn1cnc2sc3c(c2c1=O)CCCC3)NCCC(=O)NC1CCCCCC1 was read as GPR151 ag 0.8, MITF inh 10, FBW7 activator 0.0 and TEAD-YAP inh 2.
Screening O=C(NCCOc1ccccc1)c1ccc2nc(-c3csc4ccccc34)sc2c1 returned GPR151 ag -3.4, MITF inh 2, FBW7 activator 0.3 and TEAD-YAP inh -31.

2 records drawn at random from the list so far:
Screening CCOC(CCNC(=O)c1ccc2c(=O)n(Cc3ccc4c(c3)OCO4)c(=S)[nH]c2c1)OCC returned GPR151 ag -1.0, MITF inh -2, FBW7 activator 0.5 and TEAD-YAP inh -15.
`CCOCCCN1C(=O)CN(C2CCCCCC2)C(=O)C1c1ccccc1F` (stereo not drawn) gave GPR151 ag 0.1, MITF inh -2, FBW7 activator 0.1 and TEAD-YAP inh 6.

Next section
`O=C1C(=Cc2ccccc2I)C(=O)c2ccccc21` gave GPR151 ag -0.1, MITF inh -3, FBW7 activator -0.5 and TEAD-YAP inh -1.
Screening Cc1cccn2c(=O)c3cc(C(=O)NC4CC(C)CC(C)(C)C4)n(C)c3nc12 (stereo not drawn) returned GPR151 ag -0.5, MITF inh -4, FBW7 activator -0.2 and TEAD-YAP inh 0.
`C[C@@H]1NC(=O)[C@@H]2C[C@H](NC(=O)c3ccc(Br)cc3)CN2C1=O` gave GPR151 ag -1.2, MITF inh 12, FBW7 activator 0.9 and TEAD-YAP inh 23.
Cc1ccc(CSCC2Nc3ccc(C(=O)NCc4ccccc4)cc3NC2=O)cc1 (stereo not drawn) was read as GPR151 ag 4.2, MITF inh 6, FBW7 activator -0.2 and TEAD-YAP inh 3.
Screening CCCCC[C@H](O)/C=C/[C@H]1CC[C@H](O)[C@@H]1C/C=C\CCCC(=O)O returned GPR151 ag 0.1 and MITF inh 4.
`Cc1ccc(NC(=O)CSc2nc3ccccc3c(=O)n2NS(=O)(=O)c2ccc(C)cc2)cc1` gave GPR151 ag -0.2, MITF inh 16, FBW7 activator 0.0 and TEAD-YAP inh 7.
Screening CCCCc1ccc(C2=N/C(=C\C=C\c3ccccc3OC)C(=O)O2)cc1 returned GPR151 ag -0.7, MITF inh -1, FBW7 activator -0.1 and TEAD-YAP inh 8.
CCOC(=O)C1=C(C)N(CC)C(=O)NC1c1ccccc1F (stereo not drawn) was read as GPR151 ag -1.0, MITF inh 10, FBW7 activator 0.0 and TEAD-YAP inh 9.
For CC(C)CN(C(=O)C1CC1)c1nnc(-c2cccnc2)s1 the results were GPR151 ag 2.0, MITF inh 9, FBW7 activator 0.1 and TEAD-YAP inh -11.
For N#Cc1ccc(NC(=O)C(=O)NCc2ccncc2)cc1 the results were GPR151 ag 2.7, MITF inh 1, FBW7 activator -0.3 and TEAD-YAP inh 8.
Screening O=CN1C(OC(=O)c2ccccc2)C(OC(=O)c2ccccc2)N(C=O)C(OC(=O)c2ccccc2)C1OC(=O)c1ccccc1 (stereo not drawn) returned GPR151 ag -0.9, MITF inh -8, FBW7 activator -0.1 and TEAD-YAP inh 0.
Screening CC(=O)c1cccc(S(=O)(=O)NCC(C)(C)N2CCOCC2)c1 returned GPR151 ag -0.3, MITF inh -1, FBW7 activator 0.0 and TEAD-YAP inh 12.
Screening Cc1cc2nc(C3CCCCN3C(=O)c3cn(C)nc3C)[nH]c2cc1C (stereo not drawn) returned GPR151 ag 0.2, MITF inh 8, FBW7 activator -0.1 and TEAD-YAP inh -5.

Molecules from the list above containing a COOH group:
For C/C(=N\N=C1/NC(=O)C(CC(=O)O)S1)c1ccc2c(c1)OCO2 (stereo not drawn) the results were GPR151 ag -1.7, MITF inh 6, FBW7 activator -0.2 and TEAD-YAP inh -10.
For CC(=O)N1CSCC1C(=O)O (stereo not drawn) the results were GPR151 ag 1.7, MITF inh -12, FBW7 activator 0.1 and TEAD-YAP inh 7.
For C/C(=N\Nc1ccc([N+](=O)[O-])cc1)c1ccccc1C(=O)O the results were GPR151 ag 0.1, MITF inh -13, FBW7 activator 0.0 and TEAD-YAP inh -2.
For C[C@@H]1CCC(C(=O)O)N[C@H]1c1ccc(-c2ccco2)cc1 (stereo partly drawn) the results were GPR151 ag -0.7, MITF inh -5 and FBW7 activator -0.1.
COC(=O)c1ccc(C2/C(=C(/O)c3ccccc3)C(=O)C(=O)N2c2ccc(OCC(=O)O)cc2)cc1 (stereo not drawn) was read as GPR151 ag 0.3, MITF inh 4, FBW7 activator 0.1 and TEAD-YAP inh 1.
Screening CCCCC[C@H](O)/C=C/[C@H]1CC[C@H](O)[C@@H]1C/C=C\CCCC(=O)O returned GPR151 ag 0.1 and MITF inh 4.
